MLL CXXC-DNA inh = blocks binding of human MLL CXXC domain to DNA. Q03164. Potency, µM (highest dose often 115 µM), for inactives: top-dose activity change, negative = inhibition, most hits filed as inhibitors. 290,000 tested, 0.037% active. MLL-CXXC / FITC-HOXA9 DNA fluorescence polarization. AID 2662; active = well fitted inhibition curve with a large enough effect in the polarisation, with a control signal flat, not every such curve was filed as active; inconclusive = small, poorly fitted or top-dose-only effect, or effect the other way, or a change in a side signal; inactive = no such curve, though single readings can be large or run the other way; the % refers to the polarisation; also: potency is read from the fitted curve at half-maximal effect
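Fluorescence polarization: 7 uM MLL-CXXC (stock) preincubated 5 min with compounds, then 50 nM fluorescein-HOX-A9 DNA (stock) added; 30 min ambient. Buffer 50 mM Tris-HCl pH 7.5, 50 mM NaCl, 1 mM DTT, 0.05% BSA.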
p53 reactivator = re-activators of mutant p53; 320,000 tested, 0.063% active; Potency, µM (top dose mostly 92.2 µM), for inactives: top-dose activity change, positive = activation, actives largely listed as activators; H1299 p53-A138V BP100-luciferase reporter, luminescence, 24 h; also: potency is read from the fitted curve at half-maximal effect; % of control where 0% means no effect; nearly all actives have a fitted effect of over 45% in size
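H1299 (p53-null), stable ts p53-A138V + BP100-Luc; 1000 cells/well, Opti-MEM/10% FBS; cpd 4 pt, 1:5; 24 h, 37 deg C, 5% CO2; detection reagent 10 min RT; luminescence.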
PTAP TSG101 blk = blocks PTAP/TSG101 interaction to inhibit HIV-1 budding | Q99816 | Fluorescence polarization, FITC-PTAP peptide / Tsg101 binding | Potency, µM (titrated, usually from 115 µM), for the others: at the highest dose activity change, negative = inhibition, hits mostly inhibitors | 340,000 tested, under 10 active; active = well fitted inhibition curve with a large enough effect in the main read-out, with a control signal flat, not every such curve was filed as active; inconclusive = small, poorly fitted or top-dose-only effect, or effect the other way, or a change in a side signal; inactive = no such curve, though single readings can be large or run the other way; also: potency is read from the fitted curve at half-maximal effect; % of control where 0% means no effect
Target sequence (Q99816 whole entry, looked up): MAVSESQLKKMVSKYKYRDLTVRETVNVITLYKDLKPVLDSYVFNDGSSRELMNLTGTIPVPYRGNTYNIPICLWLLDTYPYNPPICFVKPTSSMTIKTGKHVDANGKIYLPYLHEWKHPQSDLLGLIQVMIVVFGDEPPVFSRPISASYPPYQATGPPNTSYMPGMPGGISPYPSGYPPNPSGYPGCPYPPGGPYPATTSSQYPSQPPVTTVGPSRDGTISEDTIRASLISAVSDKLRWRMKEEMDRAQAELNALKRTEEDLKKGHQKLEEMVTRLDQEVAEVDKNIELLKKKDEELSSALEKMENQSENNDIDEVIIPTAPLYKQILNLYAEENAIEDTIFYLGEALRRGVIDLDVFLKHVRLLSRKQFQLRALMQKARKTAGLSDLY
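Tsg101 binding domain (10 uM final) was mixed with compound and a FITC-labeled PTAP peptide (50 nM final) in HEPES pH 7.5 buffer with NaCl, Tween 20, EDTA and TCEP; fluorescence polarization was read after 20 min at r.t.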
B2AR arrestin = beta2AR (human) beta-arrestin recruitment activity; 330,000 tested, 0.02% active; P07550; AID 492947; Potency, µM (series often up to 46.1 µM), without a hit: at the highest dose activation, actives largely listed as activators; beta-arrestin recruitment to beta2AR, cell-based reporter;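 also: potency is read from the fitted curve at half-maximal effect; 0% = DMSO controls and full agonism = EC100 isoproterenol or metaproterenol; nearly all actives have a fitted effect of over 65% in size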
Target sequence (P07550 whole entry, looked up): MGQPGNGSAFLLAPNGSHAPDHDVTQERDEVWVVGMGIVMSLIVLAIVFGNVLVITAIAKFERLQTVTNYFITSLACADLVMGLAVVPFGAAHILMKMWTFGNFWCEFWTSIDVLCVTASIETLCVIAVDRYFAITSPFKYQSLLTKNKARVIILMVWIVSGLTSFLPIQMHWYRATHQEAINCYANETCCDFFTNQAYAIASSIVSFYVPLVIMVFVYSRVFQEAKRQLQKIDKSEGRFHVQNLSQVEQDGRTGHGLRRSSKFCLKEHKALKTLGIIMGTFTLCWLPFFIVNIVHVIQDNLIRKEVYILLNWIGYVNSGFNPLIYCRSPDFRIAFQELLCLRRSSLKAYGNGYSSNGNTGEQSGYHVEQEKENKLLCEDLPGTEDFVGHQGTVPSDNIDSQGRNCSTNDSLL
BRCA1 expr up = increases BRCA1 expression; MCF7-BRCA1-FFLuc reporter, luminescence, 48 h; response scale: scaled: vehicle 0%, 10 µM genistein 100%; Potency, µM (titrated, usually from 46.1 µM), inactives show at the highest dose activation, hits mostly activators; 380,000 tested, 1.1% active; also: potency is read from the fitted curve at half-maximal effect; nearly all actives have a fitted effect of over 80% in size; some results filed as inactive show a strong effect at the top dose
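Cells: MCF7-BRCA1-FFLuc, 2000/well. Exposure: 48 h, 37 °C, 5% CO2. Read: luminescence, 15 min post-substrate. Controls: genistein 10 microM (maximal activation), DMSO (neutral).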
ELG1 repair inh = inhibitors of ELG1-dependent DNA repair in HEK293T cells; HEK293T ELG1-luciferase reporter, luminescence, 16 h; DNA damage induced by 5-fluorouridine; Potency, µM (highest dose often 46.1 µM), for inactives: top-dose activity change, negative = inhibition, hits mostly inhibitors; 330,000 tested, 2.3% active; AID 504467; also: potency is read from the fitted curve at half-maximal effect; % is scaled to controls: 0 for no effect and ±100 for the full control effect; nearly all actives have a fitted effect of over 55% in size
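Cells (2,000 per well) received 5-fluorouridine plus test compound or DMSO and were incubated 16 hr at 37 °C, 5% CO2. Luciferase activity was read by luminescence 30 min after ONE-Glo addition; signal suppression marked inhibition of damage-induced ELG1 function.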
TCR activator = activates T cell receptor signaling. primary human leukocytes, anti-CD3, IL-2 HTRF, 48 h. Potency, µM (doses to about 9.22 µM), for the others: top-dose activation of IL-2 secretion, actives largely listed as activators. 330,000 tested, under 10 active; also: % of control where 0% means no effect
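Compounds are tested in HTS on primary human leukocytes co-incubated with a-CD3 beads for 48 hr. IL-2 output is measured by time-resolved FRET.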
Integrin act MD = activates integrin-mediated alleviation for muscular dystrophy; alpha7betagal myoblasts, beta-gal FDG fluorescence, 48 h; 350,000 tested, 0.064% active; Potency, µM (series often up to 38.3 µM), for inactives: top-dose activation, most hits filed as activators;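 also: potency is read from the fitted curve at half-maximal effect; 100% = response of the positive control SU9516; nearly all actives have a fitted effect of over 60% in size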
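Alpha7betagal+/- myoblasts (passage 13) were plated 16-24 hr, then exposed to compounds (1:260 dilution of DMSO stock) for 48 hours at 37C. After MPER lysis, β-galactosidase reporter activity was read as FDG fluorescence (ex 480/em 540) after 30 minutes.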
A-T KAP1 phos = candidate therapy for ataxia-telangiectasia. […] A-T fibroblasts, KAP-1 phosphorylation AlphaLISA; neocarzinostatin DNA damage 30 min before lysis. 320,000 tested, 0.19% active. Potency, µM (series often up to 57.5 µM), without a hit: top-dose activation, most hits filed as activators; also: potency is read from the fitted curve at half-maximal effect; % of control where 0% means no effect; nearly all actives have a fitted effect of over 45% in size
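ATM-like activity read as KAP-1 phosphorylation via AlphaLISA donor/acceptor antibody pairs after lysis and 6 hr at 25C. Cells were ATM-null patient fibroblasts ([…], hTERT), dosed 60 min, then exposed to the DSB inducer NCS for 30 min.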
TRPV1 ag = agonists of human vanilloid receptor 1 (TRPV1) | TRPV1-expressing cells, Fluo-8 calcium influx, agonist mode | AID 540275 | 320,000 tested, 0.19% active | activation, % at 8.33 µM | Q8NER1; in the data active = activation above about 80%; inconclusive = between about 30% and that limit; also: 0% is about no effect
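Cells expressing TRPV1 were dye-loaded with Fluo-8 and read kinetically: 10 s baseline, 3 min after compound (agonist portion), then 2 min after EC20 capsaicin (allosteric enhancer portion). Calcium-bound dye fluorescence at 480/520 nm.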
An asterisk follows results filed as active; ? = inconclusive; / = not tested or not shown; [ ] = dose if it differs, or a comment. Unless noted, calls follow the shape of the dose curve; as a rule, active = well fitted curve in the direction sought with a large enough effect; inconclusive = small, poorly fitted or top-dose-only effect, or another doubt; inactive = no such curve, though single readings can be large; an effect the other way counts as inactive or inconclusive.

SMILES | MLL CXXC-DNA inh | p53 reactivator | PTAP TSG101 blk | B2AR arrestin | BRCA1 expr up | ELG1 repair inh | TCR activator | Integrin act MD | A-T KAP1 phos | TRPV1 ag
COCCCN(Cc1ccco1)C(=O)CSc1nc2ncccc2[nH]1 | 4.3% | 1.0% | -2.3% | -0.2% | 1.4% | 10.6% | 4.4% | 7.6% | 3.6% | 1.7
O=C(CSc1ncccn1)NCc1ccc2c(c1)OCO2 | 34.1%[activator] | 9.2% | -0.5% | -0.2% | 48.9% | ? | 5.7% | 1.6% | -7.7% | -0.1
Cc1cc(C)c(C)c(S(=O)(=O)N2CCN(C(=O)c3ccccc3OCc3c(C)noc3C)CC2)c1C | / | -2.0% | -7.8% | 0.3% | -36.6% | -25.9% | -1.5% | -0.4% | -0.1% | 11.1
O=C1N[C@@H](Cc2ccccc2)C(=O)N2CCC[C@@H]12 | -1.8% | / | -3.2% | -0.9% | -19.8% | -0.2% | -5.5% | -12.6% | 7.9% | -2.6
CC(NCc1cccs1)C(=O)NC1CCCCC1 (configuration not stated) | 4.9% | -5.9% | -8.0% | -0.2% | 20.5% | -5.1% | 3.8% | 3.6% | -1.0% | 2.8
O=C(CCCn1cncn1)N1CCCC(N2CCN(c3ccc(F)cc3)CC2)C1 (configuration not stated) | 6.7% | -5.3% | 3.2% | -0.1% | 0.4% | 16.3% | 6.3% | -2.2% | 0.8% | -0.5
C[n+]1ccn(CC(=O)c2ccc(Cl)cc2)c1 | -6.0% | -5.8% | -0.9% | -0.3% | -18.8% | -6.2% | 0.9%[46.1 µM] | 14.6% | -1.2% | -8.9
Cc1cc(C(=O)NC2=NCCS2)cs1 | 12.8% | ? | -2.9% | -0.9% | ? | ? | 6.9%[46.1 µM] | 16.4% | -0.5% | 1.7
COc1ccc(N2CCN(C(=O)c3ccc(CNS(=O)(=O)c4cccc(OC)c4)cc3)CC2)cc1 | 4.6% | -13.4% | -0.5% | 0.2% | -3.2% | -14.2% | 5.8% | -17.9% | 10.4% | 2.6
COCc1ccc2oc(C(=O)O)cc2c1 | 5.5% | 12.3% | -4.4% | -1.2% | 28.2% | ? | 2.9% | -39.2% | 1.7% | 0.7
CCc1nnc(NC(=O)c2sc3nc4cc(C)ccc4cc3c2N)s1 | 1.6% | 6.5% | 1.1% | 0.4% | 29.7% | -5.3% | 1.0% | 8.4% | 3.6% | -0.8
CCN(CC)S(=O)(=O)c1cccc(C(=O)NNC(=O)C2=NN(c3ccccc3)C(=O)CC2)c1 | 2.1% | -4.3% | -2.9% | -0.1% | -0.6% | 7.1% | 2.6% | 24.6% | -0.9% | 0.6
CCCCCCn1nc(C(=O)Nc2nc3c(s2)CCCC3)c2ccccc2c1=O | 3.2% | -2.2% | -1.0% | -0.3% | 0.5% | ? | 3.3%[46.1 µM] | -0.7% | -2.4% | 5.9
Cc1c(O)ccc(C(=O)CN2C(=O)c3ccccc3C2=O)c1O | 1.7% | -4.7% | 0.0% | -0.4% | -10.4% | 10.1% | 1.9% | -11.3% | -1.3% | -20.9
CC(C)(c1cc(Cl)c(O)c(CN2CCOCC2)c1)c1cc(Cl)c(O)c(CN2CCOCC2)c1 | / | / | 0.5% | / | 1.9% | / | 2.5% | 5.0% | / | /
O=C(COc1ccccc1)NCCSCc1ccccc1Cl | 2.0% | 5.2% | 0.7% | -1.0% | ? | ? | -2.9% | -10.7% | -2.9%[11.5 µM] | 21.5
COCCN(C(=S)Nc1cc(C)cc(C)c1)C(C)c1ccco1 (configuration not stated) | -3.1% | 3.7% | -2.4% | -0.1% | -5.6% | -17.4% | -0.3% | -19.8% | 2.0% | 1.0
CC(=O)N1CCC(N(C(=O)Nc2c(F)cccc2F)C(C)C)CC1 | -9.6% | -5.1% | -7.4% | -0.3% | 3.8% | 3.7% | 5.2% | -3.7% | 9.8% | 4.6
O=C(CCC(=O)N1CCOc2ccccc21)NCCCc1ccccc1 | / | 3.8% | 2.0% | -0.1% | 27.7% | -0.4% | 2.8% | 2.0% | 14.7% | -0.3
S=c1nc2ccccc2c2nc(-c3ccccc3Br)[nH]n12 | 27.8% | 16.5% | -0.1% | -0.4% | -28.6% | -7.5% | 13.2% | -32.8% | 29.3% | 0.6
CCOc1ccc(S(=O)(=O)NCCC(=O)NCCCSc2ccccc2)cc1 | / | 20.8% | -0.9% | -1.0% | -4.0% | -14.0% | 0.2% | -37.4% | 11.2% | -3.4
O=C(Nc1ccc(C(F)(F)F)cc1)c1ccccc1-n1cnnn1 | / | -8.0% | -4.6% | 0.2% | -26.6% | 12.8% | 6.3% | 5.9% | -4.3% | 3.8
Cc1ccc(NC(=O)Cc2ccccc2)c(C)c1 | -1.8% | 0.9% | / | 0.2% | / | 21.8% | / | / | 2.2% | -2.7
O=C(O)c1cc2cc(S(=O)(=O)O)ccc2cc1O | / | / | 0.5% | / | -16.1% | / | 3.0% | 9.7% | / | /
COc1ccc(C(=O)NNC(=O)CSc2nnc(COc3ccccc3OC)n2C)cc1 | 3.5% | 1.3% | -9.0% | 0.3% | 1.4% | -0.4% | 5.4%[46.1 µM] | 10.2% | / | 10.7

Compounds above that contain a Cl atom (3):
SMILES | MLL CXXC-DNA inh | p53 reactivator | PTAP TSG101 blk | B2AR arrestin | BRCA1 expr up | ELG1 repair inh | TCR activator | Integrin act MD | A-T KAP1 phos | TRPV1 ag
C[n+]1ccn(CC(=O)c2ccc(Cl)cc2)c1 | -6.0% | -5.8% | -0.9% | -0.3% | -18.8% | -6.2% | 0.9%[46.1 µM] | 14.6% | -1.2% | -8.9
CC(C)(c1cc(Cl)c(O)c(CN2CCOCC2)c1)c1cc(Cl)c(O)c(CN2CCOCC2)c1 | / | / | 0.5% | / | 1.9% | / | 2.5% | 5.0% | / | /
O=C(COc1ccccc1)NCCSCc1ccccc1Cl | 2.0% | 5.2% | 0.7% | -1.0% | ? | ? | -2.9% | -10.7% | -2.9%[11.5 µM] | 21.5

New compounds follow:
SMILES | MLL CXXC-DNA inh | p53 reactivator | PTAP TSG101 blk | B2AR arrestin | BRCA1 expr up | ELG1 repair inh | TCR activator | Integrin act MD | A-T KAP1 phos | TRPV1 ag
Oc1ccc(Nc2nc(-c3ccc(O)cc3)cs2)cc1 | -4.2% | ? | -5.8% | -0.4% | 0.5% | ? | -4.2% | -45.7%[inhibitor] | / | -6.9
C=CCC(CC=C)(NC(=O)c1ccccc1C)c1ccccc1 | 1.0% | ? | -0.8% | -0.7% | 3.5% | 1.6% | 1.1% | 23.2% | 2.0% | 1.2
CCOC(=O)C1C(=O)N(C(=O)c2ccc(OC)cc2)CC1c1ccccc1 (configuration not stated) | 8.4% | 6.1% | -3.4% | -0.2% | 3.1% | ? | 4.0% | -13.8% | -3.8% | 21.0
Cc1cccc(NC(=O)C2CCCC2)c1 | 0.5% | 13.3% | -1.4% | -1.1% | 5.7% | 37.8% | 8.9%[46.1 µM] | 12.6% | 6.4% | 4.1
COc1ccc(CCNC(=O)CSc2nnc3ccc(-c4ccccn4)nn23)cc1OC | / | -2.3% | 2.7% | 0.1% | -4.1% | ? | -3.9% | -4.1% | 0.8% | -7.4
Cc1cc(OCC(=O)Nc2cccc(S(=O)(=O)N3CCCC3)c2)ccc1Cl | / | -4.4% | -2.1% | -0.8% | -25.4% | ? | -1.0% | -11.1% | -3.7% | ?
CC(=O)NNC(=O)CN1C(=O)/C(=C/c2ccccc2)SC1=S | ? | 3.3% | -3.8% | -0.4% | -20.9% | 1.5% | -0.4% | -26.2% | 3.16µM* | 9.7
COc1ccc(CNC(=O)COC(=O)CCOc2ccccc2)cc1 | 6.0% | 6.7% | -3.4% | 0.0% | -8.5% | -0.4% | -1.9%[46.1 µM] | -9.9% | 1.9% | 20.4
O=C(Cn1c(=O)oc2ccccc21)Nc1ccc(F)cc1 | 1.6% | 8.5% | 1.3% | -0.4% | -0.3% | 9.8% | -5.3% | 5.9% | 0.0% | 8.7
CN(c1ccccc1)S(=O)(=O)c1ccc(C(=O)OCC(=O)N2CCOCC2)cc1 | -1.3% | -4.9% | -2.2% | 0.0% | 3.9% | 2.9% | -74.1% | 9.3% | 5.0% | -1.0
O=C(NNC(=S)Nc1ccccc1)Nc1ccccc1 | -0.5% | 26.3% | -4.4% | 0.1% | ? | ? | -1.8% | 10.5% | 3.1% | 0.4
O=C(C(=O)c1ccc(O)cc1)c1ccccc1 | 10.8% | -1.5% | -4.0% | -0.2% | 10.6% | -2.7% | 10.5% | 1.1% | -9.1% | 0.5
Cc1onc(-c2ccccc2Cl)c1C(=O)Nc1ccccc1C(=O)NC(C)C | 2.3% | 6.7% | -4.9% | 0.1% | -17.3% | ? | / | 12.3% | 7.8% | 24.1
